Screening results: PubChem BioAssay, several laboratories
P. falciparum M17LAP: P. falciparum M17LAP inhibitors, primary screen, biochemical, fluorogenic H-Leu-NHMec substrate, 1536-well (AID 1619). inhibition, % at 30 µM; hits with a dose series show IC50 in µM. 220,000 compounds, 0.38% hits. recombinant M17LAP, H-Leu-NHMec fluorogenic kinetic assay; higher % means a stronger effect;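 active means compound inhibiting the enzyme by more than half at any dose during confirmatory dose-response retesting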;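 further: plate controls were full reaction with DMSO carrier for no effect and no enzyme background for full effect; strong numbers were not always called active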
MT stabilize HCS: microtubule stabilization, imaging screen. % tubulin-high responders, % at 10 µM. HeLa tubulin immunostaining HCS, 24 h; share of cells brighter than vehicle mean+2SD. AID 2205. 200,000 compounds, 0.83% hits;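 active means plate Z-score above 3 for both tubulin-high and condensed-nucleus cell shares, with cell loss under 80%, at 10 µM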;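 further: anti alpha tubulin signal scored within the nucleus-defined area of each cell; some results filed as inactive read as strong as hits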
Autophagy HCS: modulators of autophagy; calls only at 10 µM (by protocol); 190,000 compounds, 0.98% hits; MEF GFP-LC3 puncta imaging; test concentration mostly 10 µM; AID 463193;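 active means percentage of spot-positive cells more than 3 SD above its plate mean, without a fluorescence outlier flag or 80% toxicity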;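 further: spot-positive cell cutoff set from DMSO-treated cells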
Yfh1-depleted yeast: enhancers of respiration in Yfh1-depleted yeast, dose response, Friedreich's ataxia, plus single-dose screen (AID 1465); 220,000 compounds, 0.074% hits; S. cerevisiae Yfh1-off respiration, WST-1 reduction, 72 h; higher fold induction means a stronger effect; fold induction at 50 µM, or EC50 in µM where a hit was titrated;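 active means fold induction of absorbance versus untreated yeast above a set limit, then at least 30% activation at any dose in follow-up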;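 further: activators that raise dye reduction in frataxin-depleted yeast; strong numbers were not always called active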
Dynein transport: dynein cargo transport inhibition. 3617.4 mouse cells, GR-EGFP nuclear translocation imaging; test concentration mostly 20 µM; stimulated with dexamethasone, 1 µM; active compounds read low. z-score, hits read low. 220,000 compounds, 0.47% hits;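 active means plate z-score of nuclear minus cytoplasmic receptor signal below a set negative limit, without overly bright fluorescence or cell loss, cut at about -3.5 in these data, passing the limit was not always enough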;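 further: z-score of nuclear minus cytoplasmic ring GR-EGFP intensity difference per well; some compounds called inactive have numbers as strong as hits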
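Buffer or medium: tet-free medium with charcoal-stripped serum / Also added: dexamethasone agonist, 1.0 µM final, for 30 min / Timing: induction 48 h, compound 1 h, agonist 30 min / Measured by: high-content fluorescence imaging after fixation / Read-out: nuclear-to-cytoplasmic GR-EGFP distribution per well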
Insulin prom up: MIN6 insulin promoter up-regulation; MIN6 insulin promoter-GFP reporter, high-content imaging; active compounds read high; z-score at 5 µM; 190,000 compounds, 0.3% hits; AID 1625;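 active means z-score above 3 at 5 µM with at least 500 cells counted in the well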
P. falciparum M1AAP: P. falciparum M1AAP inhibitors, biochemical, fluorogenic H-Leu-NHMec substrate, 1536-well (AID 1445); recombinant M1AAP, H-Leu-NHMec fluorogenic kinetic assay; higher % means a stronger effect; inhibition, % at 30 µM, or IC50 in µM where a hit was titrated; 220,000 compounds, 0.42% hits;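 active means primary inhibition above the hit cutoff, then over 50% inhibition at one or more dose response concentrations, cut at about 23% in these data, passing the limit was not always enough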;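 further: plate controls were DMSO full reaction for no effect and no enzyme background for full effect; strong numbers were not always called active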
Lipid droplet: modulators of hepatic lipid droplet formation. AID 1656. 240,000 compounds, 0.4% hits. AML12 mouse hepatocytes, oleate lipid droplets, BODIPY imaging. inhibition, % at 6.5 µM;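 active means lipid droplet intensity inhibited by at least 50%, with more than 500 cells counted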
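Assay system: AML12 hepatocytes (mouse) / Also added: 100 µM oleic acid challenge / Times: overnight treatment with compound plus oleate / Detection: high-content imaging of BODIPY-stained droplets and DAPI nuclei / Evaluation: % inhibition of lipid droplet signal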
ER stress rescue: rescue of cells from ER stress-induced death, primary screen, 384-well, CSM14.1, thapsigargin, ATP luminescence (AID 1222). one-dose cellular ATP content (survival), % at 20 µM; EC50 in µM for titrated hits. 190,000 tested, under 10 active. CSM14.1 thapsigargin-induced death rescue, ATP luminescence; higher % means a stronger effect;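 active means EC50 below 50 µM in the dose-response confirmation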;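 further: death triggered by thapsigargin at about 15 µM added after 2 h compound pretreatment; cell ATP read after overnight thapsigargin exposure of roughly 18 to 22 hours; normalized against plate controls of thapsigargin alone and 5% DMSO vehicle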
Dynein transport cytoplasmic EGFP: recorded beside Dynein transport, whose call it bears; z-score; measured here: cytoplasmic GR-EGFP intensity; active compounds read high
Dynein transport nuclear GR-EGFP: second read-out of Dynein transport, no call of its own (marks repeat the call); z-score; measured here: nuclear GR-EGFP intensity;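 lower value marks the stronger effect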
Dynein transport cell count: recorded beside Dynein transport, whose call it bears; z-score; measured here: cell count per field
Insulin prom up cell count: second read-out of Insulin prom up, no call of its own (marks repeat the call); cell count; measured here: cytotoxicity, nuclei count;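 total cells summed across four imaged fields per well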
Lipid droplet cells 6.5 µM: second read-out of Lipid droplet, no call of its own (marks repeat the call); cell count; measured here: cell count, cytotoxicity flag;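 cells counted across two imaged fields per well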
MT stabilize HCS Hoechst-high %: also measured in MT stabilize HCS; calls as there; % Hoechst-high responders; measured here: nuclear condensation Hoechst responders;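 share of cells brighter than vehicle mean plus two SD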
MT stabilize HCS cytotoxicity %: recorded beside MT stabilize HCS, whose call it bears; toxicity, %; measured here: cytotoxicity by cell density;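 0% = mean cell density of plate MIN control wells and 100% = no cells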
Autophagy HCS cell loss 18 h: further read-out of Autophagy HCS, marked with its call; toxicity, %; measured here: cell loss, nuclei count;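 cell loss after 18 h compound exposure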
* hit, by the source's call.

How did O=C(Cn1cncn1)N/N=C/c1cccc2ccccc12 do in these assays?
P. falciparum M17LAP: 14%; MT stabilize HCS: 3.0; Autophagy HCS: inactive; Yfh1-depleted yeast: inactive; Dynein transport: -0.3; Insulin prom up: -0.19; P. falciparum M1AAP: 2%; Lipid droplet: -1; ER stress rescue: -3.7%; Dynein transport cytoplasmic EGFP: 0.082; Dynein transport nuclear GR-EGFP: 0.89; Dynein transport cell count: -1.2; Insulin prom up cell count: 1291; Lipid droplet cells 6.5 µM: 763; MT stabilize HCS Hoechst-high %: 3.5; MT stabilize HCS cytotoxicity %: 5.9; Autophagy HCS cell loss 18 h: -33

Results for CSc1nnc(-c2cc(Br)ccc2N=Cc2c(C)[nH]n(-c3ccccc3)c2=O)c(=O)[nH]1 ?
P. falciparum M17LAP: 25µM*; MT stabilize HCS: 1.9; Autophagy HCS: inactive; Yfh1-depleted yeast: inactive; Dynein transport: 0.6; Insulin prom up: 0.8; P. falciparum M1AAP: 15%; Lipid droplet: -2; ER stress rescue: 1.2%; Dynein transport cytoplasmic EGFP: -0.33; Dynein transport nuclear GR-EGFP: 0.13; Dynein transport cell count: 0.96; Insulin prom up cell count: 1516; Lipid droplet cells 6.5 µM: 557; MT stabilize HCS Hoechst-high %: 1.7; MT stabilize HCS cytotoxicity %: 2.5; Autophagy HCS cell loss 18 h: -2

Results for COc1ccc(NCC(=O)Nc2ccc(Br)cc2F)c(OC)c1 ?
P. falciparum M17LAP: 9%; Yfh1-depleted yeast: inactive; Dynein transport: 1.8; Insulin prom up: 0.33; P. falciparum M1AAP: 3%; Lipid droplet: -5; Dynein transport cytoplasmic EGFP: -0.019; Dynein transport nuclear GR-EGFP: 0.73; Dynein transport cell count: -2; Insulin prom up cell count: 1377; Lipid droplet cells 6.5 µM: 720

What do the screens show for `CC1=C(C(=O)N2CCN(C(=O)c3ccco3)CC2)C2(CCC(C)CC2)OC1=O` (centres undefined)?
P. falciparum M17LAP: 6%; MT stabilize HCS: 2.6; Yfh1-depleted yeast: inactive; Dynein transport: 0.66; Insulin prom up: 0; P. falciparum M1AAP: 1%; Lipid droplet: -7; ER stress rescue: -2.0%; Dynein transport cytoplasmic EGFP: -0.14; Dynein transport nuclear GR-EGFP: 0.75; Dynein transport cell count: -0.33; Insulin prom up cell count: 1246; Lipid droplet cells 6.5 µM: 779; MT stabilize HCS Hoechst-high %: 2.7; MT stabilize HCS cytotoxicity %: 6.5

How did Cc1nc2sc(C#N)c(N)c2c2c1CCCC2 do in these assays?
P. falciparum M17LAP: -4%; MT stabilize HCS: 5.7; Autophagy HCS: inactive; Yfh1-depleted yeast: inactive; Dynein transport: -0.22; Insulin prom up: 1.7; P. falciparum M1AAP: 14%; ER stress rescue: 2.4%; Dynein transport cytoplasmic EGFP: -0.32; Dynein transport nuclear GR-EGFP: -0.07; Dynein transport cell count: 0.29; Insulin prom up cell count: 1641; MT stabilize HCS Hoechst-high %: 5.6; MT stabilize HCS cytotoxicity %: 6.8; Autophagy HCS cell loss 18 h: 7

What do the screens show for `Cc1cc(OCC(=O)NC(C)C)cc(C)c1Cl`?
P. falciparum M17LAP: -7%; MT stabilize HCS: 2.7; Autophagy HCS: inactive; Yfh1-depleted yeast: inactive; Dynein transport: -1.1; Insulin prom up: -0.47; P. falciparum M1AAP: 4%; Lipid droplet: -1; ER stress rescue: 3.4%; Dynein transport cytoplasmic EGFP: -0.27; Dynein transport nuclear GR-EGFP: -0.56; Dynein transport cell count: 0.75; Insulin prom up cell count: 941; Lipid droplet cells 6.5 µM: 746; MT stabilize HCS Hoechst-high %: 3.3; MT stabilize HCS cytotoxicity %: 12; Autophagy HCS cell loss 18 h: -3

Results for COC(=O)c1cc(Cl)c(NC(=O)c2ccc(C(C)(C)C)cc2)cc1OC ?
P. falciparum M17LAP: 4%; MT stabilize HCS: 2.6; Autophagy HCS: inactive; Yfh1-depleted yeast: inactive; Dynein transport: 0.17; Insulin prom up: 0.35; P. falciparum M1AAP: 1%; Lipid droplet: -6; ER stress rescue: -1.9%; Dynein transport cytoplasmic EGFP: 0.061; Dynein transport nuclear GR-EGFP: -0.17; Dynein transport cell count: 0.28; Insulin prom up cell count: 1906; Lipid droplet cells 6.5 µM: 582; MT stabilize HCS Hoechst-high %: 2.1; MT stabilize HCS cytotoxicity %: 12; Autophagy HCS cell loss 18 h: -28

How did COc1cc(NC(=S)NC(=O)c2ccccc2F)ccc1NC(=O)c1cccs1 do in these assays?
P. falciparum M17LAP: 8%; MT stabilize HCS: 2.5; Autophagy HCS: inactive; Yfh1-depleted yeast: inactive; Dynein transport: -0.11; Insulin prom up: 0; P. falciparum M1AAP: 7%; Lipid droplet: -31; ER stress rescue: 2.4%; Dynein transport cytoplasmic EGFP: -0.29; Dynein transport nuclear GR-EGFP: 0.14; Dynein transport cell count: 1.5; Insulin prom up cell count: 1563; Lipid droplet cells 6.5 µM: 702; MT stabilize HCS Hoechst-high %: 1.6; MT stabilize HCS cytotoxicity %: 4.8; Autophagy HCS cell loss 18 h: 1

How did N#Cc1c2n(c3c(-c4ccccc4)ncnc13)CCC2 do in these assays?
P. falciparum M17LAP: -9%; MT stabilize HCS: 3.9; Autophagy HCS: inactive; Yfh1-depleted yeast: inactive; Dynein transport: 2.3; Insulin prom up: 0.62; P. falciparum M1AAP: 3%; ER stress rescue: -1.0%; Dynein transport cytoplasmic EGFP: -0.41; Dynein transport nuclear GR-EGFP: 0.51; Dynein transport cell count: -0.73; Insulin prom up cell count: 1276; MT stabilize HCS Hoechst-high %: 2.5; MT stabilize HCS cytotoxicity %: 17; Autophagy HCS cell loss 18 h: 49

What do the screens show for `C=CCn1c(C)cc(C(=O)COC(=O)c2ccc3c(c2)NC(=O)CS3)c1C`?
P. falciparum M17LAP: 1%; MT stabilize HCS: 2.3; Autophagy HCS: inactive; Yfh1-depleted yeast: inactive; Dynein transport: 0.71; Insulin prom up: -0.31; P. falciparum M1AAP: 7%; Lipid droplet: -18; ER stress rescue: -3.2%; Dynein transport cytoplasmic EGFP: -0.29; Dynein transport nuclear GR-EGFP: 0.46; Dynein transport cell count: -0.52; Insulin prom up cell count: 1331; Lipid droplet cells 6.5 µM: 662; MT stabilize HCS Hoechst-high %: 2.4; MT stabilize HCS cytotoxicity %: 0.0; Autophagy HCS cell loss 18 h: 1

Results for CC(C)C(c1nnnn1C1CCCC1)N1CCCCC1 (centres undefined) ?
P. falciparum M17LAP: 15%; MT stabilize HCS: 2.5; Autophagy HCS: inactive; Yfh1-depleted yeast: inactive; Dynein transport: 0.44; P. falciparum M1AAP: 0%; Lipid droplet: 2; ER stress rescue: 8.2%; Dynein transport cytoplasmic EGFP: -0.25; Dynein transport nuclear GR-EGFP: 0.62; Dynein transport cell count: -0.64; Lipid droplet cells 6.5 µM: 813; MT stabilize HCS Hoechst-high %: 1.3; MT stabilize HCS cytotoxicity %: 9.7; Autophagy HCS cell loss 18 h: -12

Results for O=C(Cc1ccccc1)Nc1ccccc1N1CCCC1 ?
P. falciparum M17LAP: -6%; MT stabilize HCS: 5.6; Autophagy HCS: inactive; Yfh1-depleted yeast: inactive; Dynein transport: 0.76; Insulin prom up: -0.39; P. falciparum M1AAP: -3%; Lipid droplet: -16; ER stress rescue: -0.3%; Dynein transport cytoplasmic EGFP: -0.32; Dynein transport nuclear GR-EGFP: 0.25; Dynein transport cell count: 0.16; Insulin prom up cell count: 1631; Lipid droplet cells 6.5 µM: 708; MT stabilize HCS Hoechst-high %: 1.4; MT stabilize HCS cytotoxicity %: 6.2; Autophagy HCS cell loss 18 h: -1

How did COc1ccc(-n2cnc3cc(NS(=O)(=O)c4ccc(C)cc4)ccc32)cc1 do in these assays?
P. falciparum M17LAP: -5%; MT stabilize HCS: 2.7; Autophagy HCS: inactive; Yfh1-depleted yeast: inactive; Dynein transport: 1.1; P. falciparum M1AAP: 6%; Lipid droplet: 22; ER stress rescue: -2.7%; Dynein transport cytoplasmic EGFP: -0.11; Dynein transport nuclear GR-EGFP: 0.68; Dynein transport cell count: -1; Lipid droplet cells 6.5 µM: 859; MT stabilize HCS Hoechst-high %: 1.3; MT stabilize HCS cytotoxicity %: 4.9; Autophagy HCS cell loss 18 h: -2

Results for O=C(CSc1nnc(-c2c[nH]c3ccccc23)o1)N1c2ccccc2CCc2ccccc21 ?
P. falciparum M17LAP: 10%; MT stabilize HCS: 3.9; Autophagy HCS: inactive; Yfh1-depleted yeast: inactive; Dynein transport: 0.75; Insulin prom up: -0.28; P. falciparum M1AAP: 3%; ER stress rescue: -1.5%; Dynein transport cytoplasmic EGFP: -0.18; Dynein transport nuclear GR-EGFP: 0.55; Dynein transport cell count: -1.2; Insulin prom up cell count: 861; MT stabilize HCS Hoechst-high %: 2.3; MT stabilize HCS cytotoxicity %: 2.5; Autophagy HCS cell loss 18 h: 2
